Screens deposited in PubChem BioAssay by Johns Hopkins Ion Channel Center.
CHT inh: human CHT choline transport inhibition; CHT-expressing cells, membrane potential dye, choline response; hits give low values; B-score at 10 µM; actives 0.86% (n = 310,000); AID 488975;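 active = B-score over 3 SD under the library average, and starting fluorescence ratio not unusually high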;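 also: choline stimulus applied at its EC90 after an EC20 pre-addition; B-score computed on integrated fluorescence ratio after choline addition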
Target sequence (Q9GZV3 whole entry, looked up): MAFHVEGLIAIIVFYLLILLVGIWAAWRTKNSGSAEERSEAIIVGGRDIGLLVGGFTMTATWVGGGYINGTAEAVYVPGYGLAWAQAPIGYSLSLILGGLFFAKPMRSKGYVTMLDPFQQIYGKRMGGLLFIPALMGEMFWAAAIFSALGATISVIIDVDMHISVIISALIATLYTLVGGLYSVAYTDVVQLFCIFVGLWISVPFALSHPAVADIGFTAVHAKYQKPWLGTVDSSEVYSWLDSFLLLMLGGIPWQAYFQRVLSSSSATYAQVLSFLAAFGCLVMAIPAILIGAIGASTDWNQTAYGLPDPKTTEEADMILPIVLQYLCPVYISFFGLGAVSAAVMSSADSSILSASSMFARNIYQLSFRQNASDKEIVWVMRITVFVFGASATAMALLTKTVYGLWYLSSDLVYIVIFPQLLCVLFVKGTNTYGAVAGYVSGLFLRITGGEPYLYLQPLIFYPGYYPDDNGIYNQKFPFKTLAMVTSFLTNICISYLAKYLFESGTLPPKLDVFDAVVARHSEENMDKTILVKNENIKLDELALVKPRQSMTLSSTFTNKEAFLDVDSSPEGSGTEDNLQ
CHT PAM: human CHT allosteric activation | CHT-expressing cells, membrane potential dye, choline EC20; hits give high values; LV-AA mutant CHT in HEK293 cells | Q9GZV3 | B-score at 10 µM | actives 0.49% (n = 310,000);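 active = initial fluorescence not abnormally high and integrated response B-score, plate-corrected, over 3 SD above library mean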
Numbers without * were called inactive; i = inactive. Hits appear at their usual frequency; about 1.4% have a hit in one of these screens.

Order of results: CHT inh | CHT PAM
CO/N=C(\N)c1ccc([N+](=O)[O-])cc1
  i | i
CCCC(=O)NCCc1nc2cc([N+](=O)[O-])ccc2n1C
  i | i
CCOC(=O)c1c[nH]c2c(Cl)ccc(Cl)c2c1=O
  i | 7.2*
COc1cc(/C=C2/SC(=S)N(CC(=O)O)C2=O)ccc1OC(=O)c1cccs1
  i | i
Cc1cccc(-n2c(O)c(C=NC3CCS(=O)(=O)C3)c3ccccc3c2=O)c1 (stereo not given)
  i | i
CN(CC(=O)Nc1ccc(Cl)cc1)C(=O)CCc1ccccc1
  i | i
Cc1cc2cc(CCNC(=O)CC(C)(C)C)c(=O)[nH]c2cc1C
  i | i
C=CCc1cccc(/C=N/n2c(C)nnc2C)c1O
  i | i
COc1ccc(-n2c(SCC(N)=O)nnc2-c2ccccc2F)cc1
  i | i
Cc1nc2cc3nc(C(F)(F)F)[nH]c3cc2[nH]1
  i | i
CCN=C1S/C(=C\c2cn(CC(=O)NCc3ccco3)c3ccccc23)C(=O)N1CC
  i | i
O=C(N1CCN(c2ccccc2)CC1)C(F)(F)C(F)(F)F
  i | i
Cc1cc(Cl)ccc1OCC(=O)N(Cc1ccco1)C1CCS(=O)(=O)C1 (stereo not given)
  i | i
COC(=O)c1ccccc1Nc1ccnc(Cl)n1
  i | i
CC#CCCc1nc2ccccc2c(=O)n1N
  i | i
CCOc1ccc(NC(=O)CN(C)C(=O)c2ccccc2OCc2c(C)noc2C)cc1OCC
  i | i
O=C(NCc1ccco1)c1ccc(CS(=O)Cc2ccc(Cl)cc2)o1 (stereo not given)
  i | i
CN(C)S(=O)(=O)c1ccc(C(=O)OCC(=O)Nc2sc3c(c2C#N)CCCCC3)cc1
  i | i
CC(C)NS(=O)(=O)c1ccc(OCC(N)=O)c(Cl)c1
  i | i
O=C(COc1ccc(C(=O)Nc2ccc(Cl)cc2)cc1)NCc1ccccc1
  i | i
O=C1CCC(=O)N1c1nc2n(n1)C(c1ccccc1)C=C(c1ccc(Br)cc1)N2 (stereo not given)
  i | i
CC1CCCC(C)N1/N=C/c1ccccc1F (stereo not given)
  i | i
CN(C)c1cccc(Oc2nc3c(c(=O)n(C)c(=O)n3C)n2C)c1
  i | i
COc1ccccc1NC(=O)Cn1cnc2c1c(=O)n(C)c(=O)n2C
  i | i
COc1ccc(-c2c(C)nn3c(N4CCC5(CC4)OCCO5)cc(C)nc23)cc1OC
  i | i
CCCN(CC(=O)Nc1ccccc1C)C(=O)c1ccc(N2CCOCC2)c([N+](=O)[O-])c1
  i | i
CCN1C=C(C(=O)OC)C(c2cccc(OC)c2OC)C(C(=O)OC)=C1
  i | i
O=C(Nc1ccccc1N1CCCCC1)c1cccc(Cl)c1
  i | i
CCOCCCn1c(=N)c(C(=O)NCc2ccc3c(c2)OCO3)cc2c(=O)n3cccc(C)c3nc21
  i | i
COC(=O)c1ccc(C2/C(=C(/O)c3ccc(OC(C)C)cc3)C(=O)C(=O)N2c2cc(C)on2)cc1 (stereo not given)
  i | i
O=C(CCCc1nc(-c2ccccc2)no1)NC1CCCCC1
  i | i
COc1ccccc1C(=O)N1CCN(c2nc3cc(C)c(C)cc3cc2C#N)CC1
  i | i
CCOC(=O)Cn1nc(C)c(NC(=O)c2cccc([N+](=O)[O-])c2)c1C
  i | i
Cc1ccc(S(=O)(=O)NCc2ccccc2)cc1C(=O)NCC1CCCO1 (stereo not given)
  i | i
O=c1c2ccccc2nc(/C=C/c2cc(Br)ccc2O)n1CCO
  i | i
Cn1nnnc1SCC(=O)Nc1nn(-c2ccccc2)nc1C(N)=O
  i | i
N#Cc1nc(-c2cccc(Cl)c2)oc1NCc1cccnc1
  i | i
CNC(=O)COC(=O)/C=C/c1cn(-c2ccccc2)nc1-c1ccc(C)o1
  i | i
COC(=O)Cc1csc(NC(=O)CSc2nnc3ccccn23)n1
  i | i
Cc1ccc(C)c(NC(=S)N/N=C/C(C)c2ccccc2)c1 (stereo not given)
  i | i
CCOC(=O)N1CCC(NC(=O)c2ccc3snnc3c2)CC1
  i | i
CCCc1cc(C(=O)O)c2ccccc2n1
  i | i
Cc1cc(NC(=O)CCC(=O)N(CC(=O)NC2CCCC2)Cc2ccccc2Cl)no1
  i | i
O=c1cc(-c2ccccc2)oc2ccc(O)cc12
  i | i
O=C(Nc1cccc(S(=O)(=O)Nc2ccc(Cl)cc2)c1)c1cc2c(s1)CCCC2
  i | i
Cc1cccc(OCCCC(=O)N2CCCCCC2)c1C
  i | i
Cc1cc2c(NS(=O)(=O)c3ccc(F)cc3)cccc2nn1
  i | i
Cc1nc(-c2ccccn2)sc1C(=O)Nc1ccc(F)cc1
  i | i
COc1ccc(C(=O)NCCc2c[nH]c3ccccc23)cc1OC
  i | i
Nc1nnc(CSCc2ccc(Cl)cc2Cl)s1
  i | i

The list goes on:
Order of results: CHT inh | CHT PAM
CN(C)c1cc[n+](CC(=O)c2cccs2)cc1
  i | i
CC1(C)NC(=O)N(CC(O)COc2ccccc2C(=O)N2CCCCC2)C1=O (stereo not given)
  i | i
Cc1ccc(S(=O)(=O)N2CCCCC2)cc1NC(=O)c1ccc2ccccc2n1
  i | i
Cn1c2ccc(F)cc2c2nnc(SCC(=O)Nc3cccc(O)c3)nc21
  i | i
O=C(Oc1c(-c2ccccc2)c(=O)n2c3c(cccc13)CC2)c1ccccc1
  i | i
Cc1cc2ccccc2cc1CN1CCOCC1
  i | i
Cc1cc(OCC(=O)Nc2ccc3c(c2)OCCO3)cc(C)c1Cl
  i | i
Cc1ccc2nc(-c3ccncc3)cc(C(=O)NCc3ccccc3F)c2c1
  i | i
Cc1cc(C(=O)OCC(=O)Nc2cccc(S(=O)(=O)N3CCOCC3)c2)c(C)o1
  i | i
O=C(c1ccc2nccnc2c1)N1CCN(Cc2ccc3c(c2)OCO3)CC1
  i | i
CC(=O)c1cc(-c2ccccc2)n(CC(=O)N2CCN(C3CCCC3)CC2)c1C
  i | i
O=C(Nc1csc([N+](=O)[O-])c1)Nc1ccccc1Cl
  i | i
CCCn1c(SCc2ccc(Cl)cc2)nc2c1c(=O)[nH]c(=O)n2C
  i | i
CCOC(=O)CC(NC(=O)c1cccc2c1C(=O)N(Cc1cccnc1)C2)c1ccc(OCC)c(OC)c1 (stereo not given)
  i | i
Cc1cc(=O)oc(C)c1C(=O)N1CCN(C)CC1
  i | i
O=C(CCCl)Nc1cc(SCCO)cc([N+](=O)[O-])c1
  i | i
COc1ccc(OCCOC(=O)c2nc3nccc(C)n3n2)cc1
  i | i
Clc1ccc(Cc2noc(Cc3ccccc3)n2)cc1Cl
  i | i
CCN(CC(=O)Nc1ccc(NC(C)=O)cc1)C(=O)Cc1ccccc1F
  i | i
O=C(NCC(c1cccs1)N1CCOCC1)C1CCN(S(=O)(=O)c2cccc(C(F)(F)F)c2)CC1 (stereo not given)
  i | i
CCN(CC)c1ccc(NC(=O)CN2C(=O)CSc3ncccc32)c(C)c1
  i | i
O=C(CCc1ccc(S(=O)(=O)N2CCOCC2)cc1)N/N=C/c1ccc(O)c(O)c1O
  -12* | i
CCOC(=O)C1CCCN(C(=O)c2cc(Nc3ccc(OC)c(OC)c3)nc3ccccc23)C1 (stereo not given)
  i | i
Cc1ccc(C(=O)NCCn2cc(SCC(=O)Nc3cc(C)on3)c3ccccc32)cc1
  i | i
CC1CCCC(C)N1C(=O)Cn1c(SCC(=O)NCc2ccc3c(c2)OCO3)nc2ccccc21 (stereo not given)
  i | i
O=C(CN(Cc1ccc2c(c1)OCO2)C(=O)CNS(=O)(=O)c1ccccc1)NCc1ccco1
  i | i
CSc1ccccc1NC(=O)COC(=O)CSc1ccc(C)cc1
  i | i
CCS(=O)(=O)c1ccc2oc(SCC(=O)N3c4ccccc4CC3C)nc2c1 (stereo not given)
  i | i
CNC(=O)CNC(=O)Nc1ccc(C)cc1
  i | i
CC(=O)Nc1ccc(S(=O)(=O)c2c(N)n(CCN3CCOCC3)c3nc4ccccc4nc23)cc1
  i | i
O=C(N/N=C/c1ccc(O)c(O)c1)C1CC1
  i | i
COc1ccc(Oc2coc3cc(OC(=O)/C=C/c4ccccc4)ccc3c2=O)cc1
  i | i
O=C(CSc1nc2ccccc2c(=O)[nH]1)NCc1ccc(Cl)cc1
  i | i
COc1ccc(-n2c(=O)c(CCC(=O)N(C)Cc3ccccc3C)nc3ccccc32)cc1
  i | i
CCOC(=O)c1[nH]c2cc3c(cc2c1NC(=O)CN1CCC(C)CC1)OCO3
  i | i
COc1ccc(C(=O)NC2CCN(C(=S)Nc3cc(C)ccc3C)CC2)cc1
  i | i
CSc1nc2ncc3c(n2n1)CC1c2ccccc2CCN1C3=O (stereo not given)
  i | i
S=c1[nH]ncn1/N=C/c1cccc(Oc2ccccc2)c1
  i | i
COC(=O)CCc1nc2ccccc2nc1OC
  i | i
CCN(C(=O)CSc1nnc(Nc2cccc(C)c2C)s1)C1CCS(=O)(=O)C1 (stereo not given)
  i | i
COc1ccc(-c2noc(CCC(=O)Nc3cccnc3)n2)cc1
  i | i
CC(C)CC(=O)Nc1c2c(nn1-c1cccc(Cl)c1)CS(=O)C2 (stereo not given)
  i | i
CCSc1nnc(NC(=O)c2c(-c3ccccc3Cl)noc2C)s1
  i | i
COC(=O)CCC(=O)Nc1cccc(Cl)c1
  i | i
Cc1nn2c(N)csc2nc1=O
  i | i
CC1(C)SCC(C(=O)O)N1C=O (stereo not given)
  i | i
Cc1nc(C(=O)N(C)C)nn1-c1cc(Cl)ccc1Cl
  i | i
COc1ccc2cc([C@H](C)C(=O)O)ccc2c1
  i | i
COC(=O)c1ccc2[nH]c3cccc(/C(=C/c4ccccc4)c4ccccc4)c3c2c1
  i | i
Cc1ccc(C(=O)N2CCCCC2)cc1S(=O)(=O)N1CCOCC1
  i | i

Next part
Order of results: CHT inh | CHT PAM
O=C(CC1C(=O)NCCN1Cc1c(F)cccc1Cl)NCCc1ccccn1 (stereo not given)
  i | i
CC1(OC(=O)C2CCCC2)C(=O)C=C2C=C(c3ccsc3)OC=C2C1=O (stereo not given)
  i | i
COc1ccc(NC(=O)CCOc2ccccc2)cc1
  i | i
COc1ccc(C(CNC(=O)CCNS(=O)(=O)c2ccc(C)cc2)N2CCOCC2)cc1 (stereo not given)
  i | i
CC1(NC(=O)c2cccc(S(=O)(=O)N3CCN(c4ccccc4)CC3)c2)CCS(=O)(=O)C1 (stereo not given)
  i | i
Nn1cnnc1SCC(=O)Nc1ccc2c(c1)OCCO2
  i | i
O=C1C=C(NCc2ccc(Cl)c(Cl)c2)C2(CCCCC2)O1
  i | i
CC(=O)Nc1ccc(NC(=O)[C@@H](NC(=O)c2ccccc2F)C(C)C)cc1
  i | i
CCc1nc2ccc(C(=O)NCc3ccco3)cc2nc1CC
  i | i
C#CCOCCOCCOCCNc1nc(N2CCN(C(=O)Cn3cc(CCCCN)nn3)CC2)nc(N2CCN(C(=O)[C@H]([C@@H](C)CC)n3cc(CCCCN)nn3)CC2)n1
  i | i
Nc1nnc(SCC(=O)Nc2nccs2)s1
  i | i
O=C(Cc1n[nH]c(=O)[nH]c1=O)N/N=C/c1ccccc1
  i | i
CCC[N+](CC#CCO)(CC#Cc1ccccc1)CCC
  i | i
CC(C)OCC(O)CN1CCN(CCN2C(=O)c3cccc4cccc(c34)C2=O)CC1 (stereo not given)
  i | i
O=C1/C(=C\Nc2ccc(OC(F)(F)F)cc2)CCN1c1ncccn1
  i | i
COc1ccc(C(=O)NCCCN2CCCC2=O)cc1
  i | i
O=C(NNS(=O)(=O)c1ccccc1F)c1sccc1-n1cccc1
  i | i
O=S(=O)(/C=C/c1ccccc1)Oc1ccccc1
  i | i
CCOC(=O)N1CCN(C(=O)CSCC(=O)Nc2nc(-c3ccc4c(c3)OCO4)cs2)CC1
  i | i
CCN(CC)CCCN(C(C)=O)c1nc(-c2cc(OC)ccc2OC)cs1
  i | i
O=C(NC(=S)Nn1cnnc1)c1ccccc1Br
  i | i
Cc1cc(C)c(S(=O)(=O)Nc2ccc(Cl)cn2)c(C)c1
  i | i
OC(c1ccccc1)c1nc2ccccc2[nH]1 (stereo not given)
  i | i
O=C(Cn1cnc2ccccc21)Nc1ccccc1-c1ccccc1
  i | i
Cn1c(C(=O)NCCN2CCc3ccccc3C2)cc2c(=O)n(C)c3ccccc3c21
  i | i
COc1ccc(C/C(C)=N/NC(=O)c2cccnc2)cc1
  i | i
Cc1ccc(-c2nn(-c3ccccc3)cc2C2CC(c3cccs3)=NN2C(=O)CCC(=O)O)cc1 (stereo not given)
  i | i
Cc1cc(C)c(S(=O)(=O)NCCC2CCCN2C)c(C)c1 (stereo not given)
  i | i
C[C@@H](C(=O)NCc1ccccn1)[C@H]1C[C@]1(C)[C@H](NC(=O)OCc1ccccc1)c1ccccc1
  i | i
COc1ccccc1Nc1nnc(SCC(=O)N2CCCC2=O)s1
  i | i
